# Compound activity (PubChem)
# DNMT1 block – DNMT1 (human) enzyme inhibition; P26358; DNMT1 molecular beacon, Hinp1I cleavage, fluorescence; inhibition (reported as % activation of signal), % at 10 µM; 360,000 tested, 0.83% active; AID 588458; in the data active means inhibition above about 50%
# NadD block – inhibitors of Staphylococcus aureus NadD; 360,000 tested, 0.78% active; AID 602399; inhibition, % at 20 µM; purified NadD enzyme, colorimetric absorbance read-out; in the data active means inhibition above about 26%; further: some compounds past the cut are filed as inactive
# MT1-MMP act inh – blocks activation of human MT1-MMP; P50281; HT1080 RFP-PRO-GFP cells, GFP/RFP ratio fluorescence, overnight; percent of plate control window, DMSO zero; GFP/RFP ratio change, % at 20 µM; 360,000 tested, 0.061% active;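 active means GFP/RFP ratio change of at least 30% with cell ATP level not reduced by more than half and red fluorescence within 50% of control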; further: strong numbers were not always called active
#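 Assay system: RFP-PRO-GFP reporter HT1080 cells; read-out basis: GFP/RFP fluorescence ratio; benchmarks: DMSO wells and RFP-L50D-GFP cells; doses: 20 µM single dose, 1% DMSO; schedule: overnight cell settling, then overnight compound exposure, 37 °C, 5% CO2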
# SUMO1-SIM PPI – SUMO1-SIM interaction modulation; inhibition, % at 20 µM; SUMO1 binding to a labelled peptide, TR-FRET, 1 h; P63165; 360,000 tested, 0.33% active; in the data active means inhibition above about 37%
# Target sequence (P63165 whole entry, looked up): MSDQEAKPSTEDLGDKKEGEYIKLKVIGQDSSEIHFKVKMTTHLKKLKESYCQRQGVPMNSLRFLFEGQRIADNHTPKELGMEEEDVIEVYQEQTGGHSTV
# LMPTP block – LMPTP (human) inhibition | 360,000 tested, 0.22% active | inhibition, % at 20 µM | AID 651560 | recombinant LMPTP-A, OMFP fluorogenic substrate, fluorescence intensity | P24666;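 active means compounds that cut the enzyme signal by at least half of the control window in the single-dose screen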;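 further: plate controls were DMSO wells with enzyme plus substrate for no effect and substrate without enzyme for full effect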
#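 Assay system: LMPTP-A phosphatase enzyme | Input: 0.625 nM enzyme | Also added: Fluorogenic phosphatase substrate OMFP at 400 µM final | Compound dosing: One test concentration per compound, 20 µM, with 3% DMSO overall | Schedule: 50 min enzyme reaction at room temperature, protected from light | Signal: Fluorescence intensity | Benchmarks: no-enzyme and uninhibited controls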
# SKN-1 inh – C. elegans SKN-1 inhibition; C. elegans VP596 Pgst-4::GFP/RFP ratio, acrylamide-induced, 24 h; inhibition, % at 21.8 µM; 360,000 tested, 0.49% active;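 active means interference check ratio from 0.5 to 1.5 plus GFP to RFP signal ratio inhibition reaching or exceeding a fixed threshold, cut at about 30% in these data, passing the limit was not always enough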; further: some compounds called inactive have numbers as strong as hits
# CendR NRP1 mod – modulators of CendR peptide binding to human neuropilin-1; O14786; FAM-RPARPAR peptide binding to NRP-1, fluorescence polarization; inhibition, % at 25 µM; 360,000 tested, 0.85% active;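 active means inhibition or corrected inhibition above about 18%, plus a signal ratio from 0.5 to 1.5, limit read from the data, passing the limit was not always enough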; further: strong numbers were not always called active
# Rpn11 inh – Rpn11 (human) deubiquitinase inhibition | human 26S proteasome, Ub4-pepOG fluorescence polarization; 20S core pre-blocked with epoxomicin | calls only at 20 µM | 360,000 tested, 0.59% active | AID 588493;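 active means inhibition at 20 µM, scaled to each plate's controls, above about 33%, limit read from the data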
# Target sequence (O00487 whole entry, looked up): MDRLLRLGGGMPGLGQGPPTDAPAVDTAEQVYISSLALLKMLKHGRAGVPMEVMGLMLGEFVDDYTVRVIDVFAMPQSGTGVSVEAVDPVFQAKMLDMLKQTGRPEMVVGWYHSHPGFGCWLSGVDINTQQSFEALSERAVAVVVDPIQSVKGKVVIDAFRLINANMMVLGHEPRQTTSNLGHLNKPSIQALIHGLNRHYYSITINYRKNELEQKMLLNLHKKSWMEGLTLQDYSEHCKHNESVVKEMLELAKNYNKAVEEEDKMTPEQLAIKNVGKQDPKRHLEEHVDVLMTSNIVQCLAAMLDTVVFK
# STEP inh – STEP (human) phosphatase inhibition; inhibition, % at 20 µM; 360,000 tested, 0.25% active; recombinant STEP, OMFP fluorogenic substrate, fluorescence;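 active means inhibition at 20 µM, scaled per plate between control wells, above about 37%, limit read from the data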;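 further: 0% = DMSO with enzyme and substrate and 100% = substrate only without enzyme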
# Target sequence (P54829 whole entry, looked up): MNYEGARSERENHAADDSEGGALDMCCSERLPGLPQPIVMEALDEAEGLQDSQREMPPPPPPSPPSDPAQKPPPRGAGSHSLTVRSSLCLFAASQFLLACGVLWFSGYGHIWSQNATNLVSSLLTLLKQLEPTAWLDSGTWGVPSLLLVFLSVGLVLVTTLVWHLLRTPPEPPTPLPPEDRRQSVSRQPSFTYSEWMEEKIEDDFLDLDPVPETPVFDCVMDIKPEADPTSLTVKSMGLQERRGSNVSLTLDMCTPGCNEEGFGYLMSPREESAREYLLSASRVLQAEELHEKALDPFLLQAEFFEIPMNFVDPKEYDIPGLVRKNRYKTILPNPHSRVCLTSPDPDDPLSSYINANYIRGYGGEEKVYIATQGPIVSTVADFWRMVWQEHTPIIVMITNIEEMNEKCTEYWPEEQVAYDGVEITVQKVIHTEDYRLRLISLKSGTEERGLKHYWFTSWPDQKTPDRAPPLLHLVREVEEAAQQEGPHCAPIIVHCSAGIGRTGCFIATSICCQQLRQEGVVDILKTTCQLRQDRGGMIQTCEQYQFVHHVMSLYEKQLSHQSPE
#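 Assay system: isolated STEP enzyme / Timing: 20 min at room temperature, dark / Doses: 20 µM, 1% DMSO / Technique: fluorescence intensity, excitation 480 nm, emission 540 nm / Reagent: fluorogenic phosphatase substrate OMFP at 25 µM final / Measure: percent inhibition scaled to no-enzyme and uninhibited-enzyme controls, plate-pattern corrected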
# Scp1 inh – inhibitors of human Scp-1 phosphatase | Q9GZU7 | AID 493091 | inhibition, % at 20 µM | 340,000 tested, 0.88% active | Recombinant Scp1, phosphopeptide, malachite green phosphate absorbance;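 active means inhibition above about 50% at 20 µM, limit read from the data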;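 further: plate controls were DMSO wells with enzyme for no effect and wells lacking enzyme for full effect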
#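 Test system – truncated SCP-1 phosphatase (76-261aa) · Reagent – Phosphorylated 17-residue peptide substrate · Incubation – 45 min room-temperature reaction, 5 min colour, 30 min stabiliser · Detection – colorimetric phosphate reagent with accelerator and stabiliser, absorbance at 630 nm · Measure – % inhibition at 20 µM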
# * hit, by the source's call; i = inactive; · = no result given.
1: O=C(CN1C(=O)NC(Cc2ccccc2)C1=O)Nc1ccc(OC(F)(F)F)cc1 (stereo not drawn)
2: CC(C)C[C@H]1CN(CCCC[C@@H]2CNC(=O)C(=O)N2CC2CCCCC2)C(=O)C(=O)N1CCc1ccc(O)cc1
3: COc1cccc(CN2CCNC(=O)C2CC(=O)N(C)CC2CCOCC2)c1 (stereo not drawn)
4: Cn1c(OCc2ccc3c(c2)OCO3)nc2c1c(=O)n(Cc1ccc(Cl)c(Cl)c1)c(=O)n2C
5: COC(=O)CSc1nc(N2CCCCC2)c2c(c1C#N)CCCC2
6: COc1cccc(NC2=NC3(CCCCC3)N=C(N)N2)c1
7: Cc1cccc(NC(=S)N(CCc2nc3cc(C)c(C)cc3[nH]2)Cc2cccnc2)c1
8: COc1ccccc1NS(=O)(=O)c1cccc(C(=O)N/N=C/c2ccccc2OCC(=O)O)c1

assay / entry	1	2	3	4	5	6	7	8
DNMT1 block	0	·	0	-2	-5	-3	1	-1
NadD block	-7	13	-3	10	10	-4	12	0
MT1-MMP act inh	-4	5	1	2	1	4	-1	0
SUMO1-SIM PPI	-5	11	-3	-1	0	5	-2	15
LMPTP block	-0.6	-1.9	0.0	1.2	3.3	-1.2	0.9	-0.7
SKN-1 inh	-11	18	4	3	-2	-7	4	-4
CendR NRP1 mod	34*	9	14	6	-1	4	-4	11
Rpn11 inh	i	·	i	i	i	i	i	i
STEP inh	-3	·	0	5	2	-2	0	13
Scp1 inh	-10	·	-2	1	-2	-11	-9	-12

9: O=[N+]([O-])c1nccn1CC(O)CO (stereo not drawn)
10: COc1ccccc1N1CCN(C(=O)CCn2c(=O)[nH]c3ccccc3c2=O)CC1
11: CCOC(=O)Nc1ccc2c(c1)N(C(=O)CCN1CCN(CCO)CC1)c1ccccc1S2
12: Cc1ccc(S(=O)(=O)N2CCN(C(=O)c3ccc4nc[nH]c4c3)CC2)cc1
13: COc1ccc(N2C(=O)N3[C@H](c4ccc(Br)cc4)[C@@H]4C(=O)N(C(C)(C)C)C(=O)[C@@H]4[C@]3(Cc3ccccc3)C2=O)cc1
14: O=C(c1ccc(C(=O)N2CCN(c3ccccc3F)CC2)nc1)N1CCN(c2ccccc2F)CC1
15: COc1ccc(NC(=O)Nc2ccon2)c(OC)c1
16: COc1ccc(CCNC(=O)c2cc(=O)[nH]c3ccc(Br)cc23)cc1OC

assay / entry	9	10	11	12	13	14	15	16
DNMT1 block	·	-2	1	3	-13	-1	1	0
NadD block	-4	2	-4	0	8	-1	-3	-4
MT1-MMP act inh	6	3	-3	2	0	-1	1	2
SUMO1-SIM PPI	-9	-3	2	8	-7	4	4	-5
LMPTP block	-1.1	-1.1	1.2	2.3	1.2	-0.5	-2.7	0.1
SKN-1 inh	12	22	-17	6	6	-1	-2	3
CendR NRP1 mod	0	-3	-2	8	-2	-1	2	5
Rpn11 inh	·	i	i	i	i	i	i	i
STEP inh	·	1	-8	2	3	2	-2	-3
Scp1 inh	·	-8	-8	46	-12	-7	-4	-7

17: O=C(NCCc1ccc(Cl)cc1)C(=O)Nc1cc2c3c(c1)CC(=O)N3CCC2
18: COc1ccc(NC(=O)c2ccc(NC3=NC4CS(=O)(=O)CC4S3)cc2)cc1 (stereo not drawn)
19: CC1=NOC(=O)/C1=C\c1ccc(-c2ccccc2Br)o1
20: Cc1nn(C)c(C)c1C1C(C#N)=C(N)OC2=C1C(=O)CCC2 (stereo not drawn)
21: CC(C)C(=O)Nc1cccc(S(=O)(=O)c2cccc(NC(=O)C(C)C)c2)c1
22: Cc1cccc(OCC(=O)Nc2ccccc2N2CCCCC2)c1
23: COc1ccccc1CNC(=O)COC(=O)c1ccco1
24: COCCNC(=O)CN(C(=O)CCC(=O)Nc1ccccn1)c1ccccc1OC

assay / entry	17	18	19	20	21	22	23	24
DNMT1 block	-4	2	52*	-5	0	5	3	0
NadD block	2	12	21	3	13	16	1	-5
MT1-MMP act inh	1	-4	-21	2	·	-1	3	-4
SUMO1-SIM PPI	4	1	30	-1	0	41*	1	4
LMPTP block	1.1	1.5	5.2	-1.0	-0.5	3.7	-0.1	-1.4
SKN-1 inh	-3	-4	5	-6	-21	0	-2	5
CendR NRP1 mod	8	4	-76	8	-2	-7	-3	-1
Rpn11 inh	i	i	i	i	i	i	i	i
STEP inh	0	1	3	0	-3	8	-3	-3
Scp1 inh	-2	-8	-3	-2	-3	-9	8	-6

25: O=C1C(Cl)=C(Nc2ccccc2)C(=O)c2ccccc21
26: CCOc1ccc(/C=N/NC(=O)c2cc(-c3ccccc3)nc3ccccc23)cc1O
27: Brc1cc2c(cc1Br)OCCOCCOCCOCCO2
28: CSc1ccccc1NC(=O)CN(C)C(C)C(=O)NC(=O)NC1CCCCC1 (stereo not drawn)
29: c1ccc(Nc2cc(-c3ccccc3)nc3ncnn23)cc1
30: CC(OC(=O)CCc1nc2ccccc2c(=O)[nH]1)C(=O)c1ccc(Br)cc1 (stereo not drawn)
31: CC(O)Cn1nc([N+](=O)[O-])nc1N (stereo not drawn)
32: Cc1cccc(N2C(=O)CN(Cc3cccs3)C2=S)c1

assay / entry	25	26	27	28	29	30	31	32
DNMT1 block	-8	-5	-2	3	5	1	0	-3
NadD block	-1	3	0	-10	4	2	1	-5
MT1-MMP act inh	-24	6	-3	-3	-4	0	1	-7
SUMO1-SIM PPI	-6	-1	-3	7	-4	2	-9	-2
LMPTP block	-1.0	1.2	0.8	-0.2	2.3	-0.8	-1.4	0.4
SKN-1 inh	7	10	0	-17	1	-12	-1	6
CendR NRP1 mod	18	1	-2	-5	-10	8	6	0
Rpn11 inh	i	i	i	i	i	i	i	i
STEP inh	1	-4	9	-3	-1	-2	2	-2
Scp1 inh	-10	2	-1	-5	-2	-7	-10	-12

33: COCCNC(=O)/C(C#N)=C/c1ccc(SC)cc1
34: O=C(NCC1CCCN(C(=O)c2cccnc2)C1)c1ccc(-c2ccccc2)cc1 (stereo not drawn)
35: O=C(Cn1cc(F)c(=O)[nH]c1=O)NCCO
36: O=C(Nc1cnccn1)c1cccc(C(F)(F)F)c1
37: CCOC(=O)c1cc2c(ccn2C)n1Cc1ccccc1C
38: O=C(CNC(=O)c1ccccc1)N/N=C/c1ccc([N+](=O)[O-])o1
39: Cn1cnc(C(=O)N2CCN(C(=O)OC(C)(C)C)CC2)c1C(=O)N1CCN(C(=O)OC(C)(C)C)CC1
40: O=c1[nH]c2cc(O)ccc2c2ccccc12

assay / entry	33	34	35	36	37	38	39	40
DNMT1 block	2	-1	2	2	-3	-6	4	1
NadD block	-5	-5	4	-2	1	0	1	-2
MT1-MMP act inh	3	0	0	4	-5	-8	3	0
SUMO1-SIM PPI	-23	3	0	-1	-4	-27	0	7
LMPTP block	-0.8	0.4	-0.6	-0.6	1.6	-0.8	-1.0	-0.6
SKN-1 inh	7	9	1	3	15	-1	12	14
CendR NRP1 mod	12	0	4	7	4	-1	12	-11
Rpn11 inh	i	i	i	i	i	i	i	i
STEP inh	-2	1	-4	6	4	0	-3	-2
Scp1 inh	4	-7	3	-11	-2	-3	46	·

# Overlap with the part before: four entries; new compounds follow.
37: CCOC(=O)c1cc2c(ccn2C)n1Cc1ccccc1C
38: O=C(CNC(=O)c1ccccc1)N/N=C/c1ccc([N+](=O)[O-])o1
39: Cn1cnc(C(=O)N2CCN(C(=O)OC(C)(C)C)CC2)c1C(=O)N1CCN(C(=O)OC(C)(C)C)CC1
40: O=c1[nH]c2cc(O)ccc2c2ccccc12
41: Cc1cccc(C(=O)NC(=S)NNC(=O)COc2ccc(Cl)cc2)c1
42: O=C(NCCCN1CCCC1=O)c1ccc2c(c1)NC(=O)C(N1CCOCC1)S2 (stereo not drawn)
43: CC(C)(C)OC(=O)N1CCc2onc(-c3ccc(Cl)cc3)c2C1=O
44: CCOC(=O)C1=C(C)Nc2ncnn2C1c1cc(Br)ccc1F (stereo not drawn)
45: CCc1ccccc1NC(=O)CCS(=O)(=O)c1ccc2c(c1)CCCN2C(C)=O
46: Cc1ccc(-c2cc(C(F)F)nc3sc4c(=O)[nH]cnc4c23)cc1
47: Cc1cccc(-c2nnc(SCC(=O)Nc3cc(C)on3)n2C)c1
48: CN(C)CCCN(C(=O)CCOc1ccccc1)c1nc2c(F)cccc2s1

assay / entry	37	38	39	40	41	42	43	44	45	46	47	48
DNMT1 block	-3	-6	4	1	2	2	1	6	5	61*	2	0
NadD block	1	0	1	-2	14	-1	0	-18	-4	19	1	-8
MT1-MMP act inh	-5	-8	3	0	6	4	7	5	-1	0	2	-4
SUMO1-SIM PPI	-4	-27	0	7	-2	-1	3	1	6	-39	1	-49
LMPTP block	1.6	-0.8	-1.0	-0.6	-0.4	-1.7	1.0	-0.6	-0.4	-1.5	-0.6	-3.4
SKN-1 inh	15	-1	12	14	6	-19	13	17	-12	25	-9	1
CendR NRP1 mod	4	-1	12	-11	2	-1	-11	19	4	-18	8	17
Rpn11 inh	i	i	i	i	i	i	i	i	i	i	i	i
STEP inh	4	0	-3	-2	4	-5	0	-9	1	-2	0	2
Scp1 inh	-2	-3	46	·	-5	6	·	-7	-1	-6	1	8

# Shown with the structure last: part of the list above
item	DNMT1 block	NadD block	MT1-MMP act inh	SUMO1-SIM PPI	LMPTP block	SKN-1 inh	CendR NRP1 mod	Rpn11 inh	STEP inh	Scp1 inh	smiles
45	5	-4	-1	6	-0.4	-12	4	i	1	-1	CCc1ccccc1NC(=O)CCS(=O)(=O)c1ccc2c(c1)CCCN2C(C)=O
46	61*	19	0	-39	-1.5	25	-18	i	-2	-6	Cc1ccc(-c2cc(C(F)F)nc3sc4c(=O)[nH]cnc4c23)cc1

# (cont.)
49: COc1ccccc1/C=N/NC(=O)Cn1cnc([N+](=O)[O-])n1
50: CCOP(=O)(OCC)C(NC(=O)Nc1ccc(Cl)cc1)C(N)=O (stereo not drawn)
51: CCOc1cc2[nH]c(=O)n(CCc3ccc(OC)c(OC)c3)c(=O)c2cc1OCC
52: CCOc1ccc(CN2CCN(Cc3nc4c(s3)CCCC4)CC2CCO)cc1 (stereo not drawn)
53: Cc1ccc(C2(C)NC(=O)N(CC(=O)Nc3ccc4[nH]c(=O)[nH]c4c3)C2=O)cc1 (stereo not drawn)
54: CC(C)c1cccc(-c2csc(C(O)c3ccc(F)cc3)n2)c1 (stereo not drawn)

assay / entry	49	50	51	52	53	54
DNMT1 block	-1	2	5	-1	1	5
NadD block	1	-2	-3	-2	5	-7
MT1-MMP act inh	-2	-1	-4	-2	3	-2
SUMO1-SIM PPI	-10	2	6	4	72*	-5
LMPTP block	-0.4	0.2	-1.0	-0.8	3.6	0.6
SKN-1 inh	1	11	-1	-9	-3	6
CendR NRP1 mod	-10	-4	-15	5	2	-1
Rpn11 inh	i	i	i	i	i	i
STEP inh	-2	-2	-2	0	0	-1
Scp1 inh	-5	-11	-6	-6	2	·
